MPTP block – blocks calcium-induced mitochondrial swelling; isolated mouse mitochondria, Ca2+ swelling absorbance, 30 min; inhibition, % at 10 µM; 360,000 compounds, 1.4% hits;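 active = inhibition of 50% or more, scaled per plate between neutral and stimulator controls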;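 note: 0% = DMSO wells given calcium and 100% = 1 mM EGTA wells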
tim10-1 inh – growth inhibitors of tim10-1 mutant yeast; S. cerevisiae tim10-1 ts strain growth, BacTiter-Glo, 24 h; inhibition, % at 20 µM; 330,000 compounds, 2.2% hits;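 active = inhibition of at least 40%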;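 note: mutant grown at 25 °C; 0% = DMSO wells with yeast and 100% = wells holding no yeast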
beta cell repl – induces beta-cell replication in MIN6 cells; proliferation, % at 10 µM; 330,000 compounds, 0.29% hits; MIN6 cells proliferation, ATPlite luminescence, 48 h; cells starved in 0.2% serum; 100% = growth in 10% serum;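 active = compounds whose signal lies at least 3.5 SD above the mean of all wells on their plate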;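 note: 0% = DMSO-treated cells in low-serum medium and 100% = 10% serum control; some compounds called inactive have numbers as strong as hits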
NR3A LBD binder – modulators (binders) of human NR3A ligand-binding domain. Tm shift relative to glycine control, % at 25 µM. 340,000 compounds, 2.5% hits. AID 1259313. NR3A LBD differential scanning fluorimetry, Tm shift; 0% = protein alone, 100% = glycine-bound protein;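 active = melting temperature shift of at least 10% of the positive control shift, at one fixed dose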
TIM10 inh – growth inhibitors of TIM10 yeast strain; S. cerevisiae TIM10 strain growth, BacTiter-Glo luminescence, 24 h; inhibition, % at 10 µM; AID 463195; 330,000 compounds, 1.4% hits;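 active = inhibition of 40% or more at the single tested concentration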;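 note: wild-type TIM10 isogenic control strain grown at permissive 25 °C; 0% = DMSO yeast wells and 100% = minimal medium wells without yeast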
NALP3 yeast inh – NALP3 inhibition in yeast; Yeast reconstituted NLRP3/ASC/caspase-1, beta-gal luminescence, 24 h; inhibition, % at 10 µM; 330,000 compounds, 0.39% hits; AID 2825;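 active = inhibition of 50% or more; inactive = inhibition below 50%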;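 note: plate controls were induced DMSO wells for no effect and uninduced yeast grown without galactose for full effect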
APJ agonist – APJ receptor agonism. P35414. CHO-K1 APJ PathHunter beta-arrestin, luminescence; 0% DMSO wells, 100% apelin. activation, % at 20 µM. 330,000 compounds, 0.11% hits;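 active = activation more than six SD over the plate average, tested at 20 µM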;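 note: 0% = DMSO alone and 100% = apelin-13 at 10 nM; some results filed as inactive read as strong as hits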
Target sequence (P35414 whole entry, looked up): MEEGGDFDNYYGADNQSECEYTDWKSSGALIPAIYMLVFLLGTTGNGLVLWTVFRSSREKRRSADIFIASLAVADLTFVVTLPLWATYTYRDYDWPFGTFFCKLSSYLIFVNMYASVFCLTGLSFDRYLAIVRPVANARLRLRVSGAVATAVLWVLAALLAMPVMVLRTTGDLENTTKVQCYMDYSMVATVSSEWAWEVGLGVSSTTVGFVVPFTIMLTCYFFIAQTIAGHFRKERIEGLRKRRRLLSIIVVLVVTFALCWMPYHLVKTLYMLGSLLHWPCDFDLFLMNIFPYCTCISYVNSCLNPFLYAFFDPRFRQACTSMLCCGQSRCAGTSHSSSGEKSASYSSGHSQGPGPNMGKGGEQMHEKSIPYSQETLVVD
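Assay system: CHO-K1 APJ beta-arrestin complementation cell line / Compound: single test compound dose, 20 µM final, 1% DMSO / Times: overnight seeding, 90 min compound at 25 °C, 1 h detection / Technique: beta-gal luminescence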
tim23-1 inh – inhibits growth of tim23-1 mutant yeast | S. cerevisiae tim23-1 growth, BacTiter-Glo luminescence, 24 h | inhibition, % at 20 µM | 330,000 compounds, 1.3% hits | AID 463212;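 active = growth inhibition of the mutant yeast at or above 50%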;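 note: temperature-sensitive mutant grown at 25 °C; plate controls were DMSO-treated mutant yeast for no effect and medium wells lacking yeast for full effect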
APJ antag – APJ receptor antagonism | CHO-K1 APJ beta-arrestin complementation, luminescence | inhibition, % at 20 µM | 330,000 compounds, 0.32% hits;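 active = inhibition above about 40% at 20 µM, limit read from the data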;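 note: cells challenged with 10 nM apelin-13 agonist together with compound; plate controls were apelin-13 plus DMSO wells for no effect and DMSO wells lacking apelin-13 for full effect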
* marks the source's active call; other numbers are inactive results; / = no result given.

SMILES	MPTP block	tim10-1 inh	beta cell repl	NR3A LBD binder	TIM10 inh	NALP3 yeast inh	APJ agonist	tim23-1 inh	APJ antag
CCc1ccccc1NC(=O)CSc1nnc(-c2ccncc2)o1	1.0	10	1	-1	-9	-17	-3	-4	6
Cc1[nH]c2ccccc2c(=O)c1CN1CCCCCC1	-1.2	8	-3	0	13	11	3	7	5
CC1(C)NC(=O)N(CCOc2ccc3c(c2)CCC3)C1=O	-1.0	10	-2	1	-2	5	-5	18	8
O=c1c2c3c(sc2nc2n1CCCC2)CCC3	0.3	0	0	1	-6	18	-1	-3	18
COc1ccc(CNS(=O)(=O)c2cc(CN3C(=O)c4cccnc4C3=O)ccc2OC)cc1	-1.9	2	0	1	-1	10	-3	2	13
COc1ccc(N2CCOCC2)c(NC(=O)c2cc3ccccc3o2)c1	0.2	26	2	1	30	14	-4	41	4
Cc1cc2oc(=O)cc(CN3CCOCC3)c2cc1Cl	-0.8	2	1	0	4	24	1	17	11
CCOc1ccc(N(CC(=O)NC2CCCC2)S(=O)(=O)c2c(C)[nH]c(=O)[nH]c2=O)cc1	-1.7	-14	-1	0	-3	7	-2	1	-1
Cc1cc(Cl)c(C(=O)Nc2cccc(C(F)(F)F)c2)c(C)n1	0.5	9	-1	-4	-3	22	2	18	-16
CC1(C)Cc2c(cnn2-c2cccc(F)c2)C(NC(=O)C2CCOCC2)C1 (stereo not drawn)	-0.8	-5	-5	0	-1	6	-5	1	-18
O=C1C=C(c2ccc(CO)cc2)C[C@@H](c2ccc3c(c2)OCO3)C1	-1.6	22	0	2	14	3	-1	41	8
Cc1ccc2c(c1)N(C(=O)CCC(=O)NC1CCC(C)CC1)CCO2 (stereo not drawn)	-1.1	17	0	0	0	17	6	12	-5
Cc1ccc(/C=C/C(=O)Oc2ccc(C#N)cc2)o1	/	17	0	/	27	-28	-2	20	19
Cc1cccc(C)c1NC(=O)Cn1c(CN2CCCCC2)nc2ccccc2c1=O	-5.0	22	2	0	-2	-3	0	19	6
CC(=O)c1ccc(COC(=O)c2ccccc2NC(=O)C(C)C)cc1	/	14	-1	/	12	-6	-2	22	2
Cc1ccc(N/N=C2\CC(=O)c3ccccc32)cc1Cl	/	8	-4	/	-12	20	1	42	-83
COc1ccc(NC(=O)CC2SC(=O)NC2=O)cc1 (stereo not drawn)	-0.2	41*	-3	0	10	8	-5	36	25
C=COC(=O)CSc1snc(SCC(=O)OC)c1C#N	-3.2	43*	-4	-11	14	16	9	31	-24
CC(C)(C)c1ccc(S(=O)(=O)NCc2ccc(C(=O)N3CCOCC3)cc2)cc1	-0.5	14	-3	-2	8	4	-6	6	-1
CCCCc1ccc(NC(=O)CSC2=NN3CCCC(=O)N=C3S2)cc1	0.5	13	0	-1	3	23	5	17	-12
NS(=O)(=O)c1ccc(N=Nc2c(-c3ccccc3)[nH]n(-c3nc(-c4ccccc4)cs3)c2=O)cc1	5.1	23	0	26*	-1	24	-2	12	32
COc1cc(OC)cc(C(=O)NC(=S)NNC(=O)[C@H]2C[C@@H]2c2ccccc2)c1	82*	-18	-4	-10	-20	9	1	-12	14
Cc1c(C(=O)N2CCN(Cc3ccccc3)CC2)oc2c1C(=O)CCC2	-1.6	-7	-1	-1	-5	4	3	2	21
COc1cccc(NC(=O)CN(C)C(=O)Cc2ccc(Cl)cc2Cl)c1	1.2	-2	-2	-1	13	3	-2	9	6
Cc1ccc(NC(=O)c2ccc(NC(=O)C3CCCCC3C(=O)O)cc2)cc1 (stereo not drawn)	-0.4	5	0	-8	2	8	-1	12	1
O=c1[nH]c(CN2CCc3ccccc32)nc2scc(-c3cccs3)c12	3.1	36	-2	-2	24	12	6	-2	7
CCCOc1nc(C)cc(COC)c1C(N)=O	-0.9	-5	-2	0	-5	-2	-7	3	-6
COc1cc(NC(=O)c2cc(C)on2)cc(OC)c1OC	-1.4	23	1	-1	8	4	-2	12	19
COc1cccc(-n2nnnc2SCC(=O)NC2CCCC2)c1	-1.0	13	1	1	-18	2	0	7	14
COC(=O)c1ccc(/C=N/NC(=O)C(=O)NCC2CCCO2)cc1 (stereo not drawn)	2.2	-9	-2	0	6	4	-5	28	10
COc1ccc(NC(=O)CSc2nccn2Cc2ccccc2)c(OC)c1	0.0	22	-3	2	-12	6	4	15	12
O=C(c1ccccc1)N(Cc1nc2ccccc2c(=O)[nH]1)C1CCCCC1	-0.7	18	-1	-1	10	0	-2	21	23
C(#Cc1ccccc1)C[N+]1(CC#Cc2ccccc2)CCCCC1	-1.2	-6	-5	-2	23	2	-2	-24	-18
CCOc1ccc(NC(=O)CN(C)C(=O)CSCc2ccc(C)cc2)cc1OCC	-0.8	8	1	2	2	-9	3	9	7
Cc1cc(N2CCCCC2)nc(N2CCCCC2)n1	8.2	-6	-1	0	-9	15	-5	24	28
Cc1ccc(C)c(NC(=O)C(Sc2nc3ccccc3c(=O)n2CC(C)C)c2ccccc2)c1 (stereo not drawn)	8.9	3	0	-18	9	-5	-2	-14	-6
COc1ccc(/C=C2\SC(=S)N(CCC(=O)N3CCCCC3CCO)C2=O)cc1 (stereo not drawn)	-0.2	30	-6	0	10	5	1	36	-18
CCN(CC)C(=S)NC(=O)c1ccc(F)cc1	-0.6	-2	1	0	-23	15	0	0	5
CSc1ccccc1C(=O)N(C)Cc1ccccc1	0.0	4	6	0	10	-2	-3	15	-17
CCCn1nnc(NC(=O)C(C)C)n1	0.5	-8	-1	0	7	4	4	12	3

A section from the list above:
SMILES	MPTP block	tim10-1 inh	beta cell repl	NR3A LBD binder	TIM10 inh	NALP3 yeast inh	APJ agonist	tim23-1 inh	APJ antag
COc1ccc(NC(=O)CSc2nccn2Cc2ccccc2)c(OC)c1	0.0	22	-3	2	-12	6	4	15	12
O=C(c1ccccc1)N(Cc1nc2ccccc2c(=O)[nH]1)C1CCCCC1	-0.7	18	-1	-1	10	0	-2	21	23
C(#Cc1ccccc1)C[N+]1(CC#Cc2ccccc2)CCCCC1	-1.2	-6	-5	-2	23	2	-2	-24	-18
CCOc1ccc(NC(=O)CN(C)C(=O)CSCc2ccc(C)cc2)cc1OCC	-0.8	8	1	2	2	-9	3	9	7

More entries follow:
SMILES	MPTP block	tim10-1 inh	beta cell repl	NR3A LBD binder	TIM10 inh	NALP3 yeast inh	APJ agonist	tim23-1 inh	APJ antag
CC1Cc2nc(SCC(=O)N3CCN(c4ccccc4)CC3)n(C)c(=O)c2S1 (stereo not drawn)	-2.4	-2	-4	-1	-9	4	-3	-12	6
O=C(NCCc1ccccc1)c1cccs1	-0.3	-18	-1	0	-7	13	-5	0	-3
COc1ccc(-c2cc(C(N)=O)nc(N3CCCCCC3)n2)cc1	-6.7	12	-1	-5	1	-3	-2	-3	-1
CCN(CC)CCCNC(=O)Cc1c(C(=O)O)n(C)c2ccccc12	-1.5	14	-2	-1	0	-30	-5	8	-1
CCC(C)C(NC(=O)C1CCC(C)CC1)C(=O)NCCCN1CCCCC1CC (stereo not drawn)	-0.3	-1	-2	-1	-28	-5	2	11	-13
Cc1cccc(NC(=O)NC(=S)NC(=O)c2ccccc2)c1	15	5	0	21*	20	37	0	40	14
CCc1ccc(/C=C2\Oc3ccc(C(=O)OC)cc3C2=O)cc1	2.6	14	0	-1	-17	11	0	7	9
CC1CCC(N2CCN(c3ncccn3)CC2)CC1 (stereo not drawn)	-2.2	0	2	0	0	9	0	15	30
Cc1nn(C)c(Cl)c1NC(=O)OCc1ccc(Cl)cc1Cl	87*	17	-6	-3	12	16	-2	33	-12
CCC(C)NC(=S)N1CCN(Cc2ccccc2)CC1 (stereo not drawn)	-1.3	-1	-5	-1	5	14	0	4	6
CCNC(=O)c1ccc(NC(=O)CC2SC(N3CCCCC3)=NC2=O)cc1 (stereo not drawn)	0.2	16	-5	0	7	0	-2	-8	0
CC(C)CC(NC(N)=O)C(=O)NCc1ccccc1Cl (stereo not drawn)	-1.2	-2	-2	-1	16	-8	-1	6	0
O=C(C1=C[C@H](c2coc3ccccc3c2=O)C[C@H](OCc2ccc(CO)cc2)O1)N1CCOCC1	0.6	-2	-5	0	1	2	-2	5	12
CC(=O)Oc1ccc(N(C(C)=O)S(=O)(=O)c2ccc(Cl)cc2)c2ccccc12	1.7	15	-4	0	15	3	13	23	-32
Cc1cc(C)n(-c2nc3sc4c(c3c3nnc(SC(C)C)n23)CC(C)(C)OC4)n1	-0.8	21	2	-4	37	-4	-1	22	11
COC(=O)c1ccc(C)c(NS(=O)(=O)c2cn(C)nc2C)c1	1.0	10	-3	2	-13	13	5	3	10
Cc1cc(C)cc(NC(=O)N2CCCN(Cc3c(F)cccc3Cl)CC2)c1	1.3	20	-2	-2	17	17	-3	15	11
CC(Nc1ccc(S(=O)(=O)N2CCN(C)CC2)cc1[N+](=O)[O-])c1ccccc1 (stereo not drawn)	-0.6	23	5	3	12	17	-3	10	8
O=C(Nc1ccc(CN2CCCCC2)cc1)c1cc(Br)ccc1Cl	-0.8	-19	-1	1	-18	29	-2	-3	1
COc1ccc(N2CCN(c3cc(C)c4ccccc4n3)CC2)cc1	0.1	15	-3	0	-1	18	-1	9	-10
CN1C(=O)COc2ccc(C(=O)c3ccccc3C(=O)O)cc21	-1.7	5	-1	2	5	-4	-3	3	10
CC1=NN(C(C#N)c2ccccc2O)C(C)(C)C1 (stereo not drawn)	-1.1	16	-1	1	-8	-3	-4	-1	4
COc1ccc(N2C(=O)CC(N3CCN(c4ccc(Cl)cc4)CC3)C2=O)cc1 (stereo not drawn)	-0.1	-20	-1	2	-18	21	1	-4	-16
CCc1nn(CC(=O)NCCCN(Cc2ccccc2)C(C)C)c(=O)c2cc3sccc3n12	0.8	-26	-3	7	-12	-9	-5	-18	20
COc1ccccc1-n1c(C)nc2cc(C(=O)NCc3ccc4c(c3)OCO4)ccc21	-0.4	19	-1	-3	29	5	-2	24	6
CCN(C(=O)CSc1nc2ccccc2c(=O)n1-c1ccc(C)cc1)C1CCS(=O)(=O)C1 (stereo not drawn)	-2.7	14	-4	0	20	17	-3	18	17
CC(C)c1ccc(NC(=O)COC(=O)CCC(=O)c2cccs2)cc1	3.1	19	2	4	27	0	1	29	-2
CC(O)CNCCNCc1cccs1 (stereo not drawn)	-1.0	19	-2	0	16	-2	-1	-1	5
CCOc1ccccc1Nc1ncnc2ccc(Br)cc12	2.0	12	-1	1	6	1	-1	13	23
C=CCN1C(=O)C(O)=C(C(C)=O)C1c1ccccc1F (stereo not drawn)	-0.2	-1	-2	0	-1	0	6	18	3
C/C(N)=C(/C#N)C(=O)COC(=O)c1ccccc1O	-2.1	1	0	0	10	-5	-4	13	0
O=C(Cn1ccc2ccccc2c1=O)Nc1ccc2c(c1)OCO2	-0.1	-9	-2	-2	-11	-2	-5	-27	-5
CC(NC(=O)CN1CCCC1)C12CC3CC(CC(C3)C1)C2 (stereo not drawn)	1.6	13	-6	2	-17	10	-2	2	11
CCCCN(C)CCNC(=O)c1ccc(Cn2c(=S)[nH]c3ccc(Br)cc3c2=O)cc1	0.3	38	-7	-5	24	-1	-3	30	-7
CC1Cc2cc(S(=O)(=O)N3CCC(C(N)=O)CC3)ccc2N1C(=O)C1CC1 (stereo not drawn)	-0.3	3	3	-1	-3	6	-3	0	-41
Cc1cc(C(=O)COC(=O)/C=C/c2cccc(Br)c2)c(C)n1C	-3.6	15	2	2	15	26	-5	30	-16

Screening results: PubChem BioAssay, Sanford-Burnham Center for Chemical Genomics
